Vif-APOBEC3G blk: qHTS for Inhibitors of Vif-A3G Interactions: qHTS. HeLa A3G-eYFP + Vif (tagged APOBEC3G with the HIV-1 protein that degrades it), YFP fluorescence, overnight. Potency, µM (series often up to 46.1 µM), inactives show at the highest dose activity, negative = active, actives largely listed as inhibitors. hit rate 0.076% among 410,000;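 also: potency is read from the fitted curve at half-maximal effect; % is scaled to controls: 0 for no effect and ±100 for the full control effect; nearly all actives have a fitted effect of over 60% in size; hits raise eYFP signal because A3G escapes Vif-driven loss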
Target sequence (Q9HC16 whole entry, looked up): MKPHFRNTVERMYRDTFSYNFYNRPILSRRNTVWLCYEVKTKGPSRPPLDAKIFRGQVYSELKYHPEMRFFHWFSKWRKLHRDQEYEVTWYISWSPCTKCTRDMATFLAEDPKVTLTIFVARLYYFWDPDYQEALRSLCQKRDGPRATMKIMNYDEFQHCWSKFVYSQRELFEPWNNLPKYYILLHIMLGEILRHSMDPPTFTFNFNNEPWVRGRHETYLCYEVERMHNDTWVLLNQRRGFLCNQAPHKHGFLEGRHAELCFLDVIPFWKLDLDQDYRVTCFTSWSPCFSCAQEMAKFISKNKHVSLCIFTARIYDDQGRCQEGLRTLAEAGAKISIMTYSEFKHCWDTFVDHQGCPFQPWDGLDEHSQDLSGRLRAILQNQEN
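Read-out is eYFP fluorescence (Ex 488/Em 500-530) from Vif-expressing HeLa A3G-eYFP cells; more signal means A3G escaped Vif-mediated degradation. Cells plated overnight, compound pinned in, incubated overnight at 37 deg C.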
LDHA inh: qHTS assay for inhibitors of human lactate dehydrogenase; L-lactate dehydrogenase A chain (Homo sapiens), P00338; purified LDHA, NADH/diaphorase-resazurin fluorescence; active compounds read low; activity change, % (values are at about 110 or 230 µM); hit rate 0.15% among 480,000; in the data active = activity change below about -30%; inconclusive = mostly about -25% to -30%;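 also: plate controls were DMSO wells for no effect and wells without enzyme for full effect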
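Human LDH5 at 2 nM final in Tris HCl pH 7.4 with 0.06 mM NADH and 0.2 mM pyruvate, reacted 5 minutes at room temperature. Remaining NADH coupled via diaphorase/resazurin; resorufin fluorescence read at 0 and 20 minutes, normalized to enzyme-free and DMSO wells.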
rTrxR1 inhibitor: qHTS Assay for Inhibitors of Mammalian Selenoprotein Thioredoxin Reductase 1 (TrxR1): qHTS. recombinant rTrxR1, NADPH fluorescence consumption, selenite substrate. Potency, µM (top dose mostly 114 µM), inactives show at the highest dose activity change, negative = inhibition, most hits filed as inhibitors. hit rate 1% among 390,000. AID 588453, 2011; also: potency is read from the fitted curve at half-maximal effect; % is scaled to controls: 0 for no effect and ±100 for the full control effect; nearly all actives have a fitted effect of over 65% in size
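Rat TrxR1 (90 nM in the dispensed reagent) was pre-reduced with 400 uM NADPH for 5 min at room temperature, then incubated with compound for 15 min. After 400 uM selenite was added, NADPH fluorescence (Ex 340/Em 450 nm) was followed for 8 min.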
IDH1 R132H inh: qHTS for Inhibitors of mutant isocitrate dehydrogenase 1 (IDH1): qHTS; IDH1-R132H enzyme, NADPH consumption, diaphorase/resazurin fluorescence; Potency, µM (highest dose often 76.6 µM), inactives show at the highest dose activity change, negative = inhibition, actives largely listed as inhibitors; hit rate 0.093% among 390,000; AID 602179, 2012; also: potency is read from the fitted curve at half-maximal effect; % is scaled to controls: 0 for no effect and ±100 for the full control effect; nearly all actives have a fitted effect of over 65% in size
Target sequence (O75874 whole entry R132H, stated change not applied): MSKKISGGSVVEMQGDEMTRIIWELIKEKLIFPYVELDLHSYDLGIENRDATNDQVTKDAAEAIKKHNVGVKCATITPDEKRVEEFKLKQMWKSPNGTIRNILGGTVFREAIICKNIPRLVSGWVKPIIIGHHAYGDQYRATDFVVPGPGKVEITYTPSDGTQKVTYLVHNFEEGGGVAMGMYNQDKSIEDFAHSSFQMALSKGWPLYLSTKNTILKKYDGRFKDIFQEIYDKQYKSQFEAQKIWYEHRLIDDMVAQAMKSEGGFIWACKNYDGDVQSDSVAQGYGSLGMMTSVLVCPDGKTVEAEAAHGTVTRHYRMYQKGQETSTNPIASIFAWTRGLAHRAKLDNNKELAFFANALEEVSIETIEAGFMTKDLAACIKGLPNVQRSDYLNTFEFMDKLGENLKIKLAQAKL
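IDH1-R132H (0.5 ug/mL) preincubated 30 min with compound, then NADPH (0.016 mM) and alpha-KG (2 mM) added; 80 min at RT, pH 7.5. Remaining NADPH coupled via diaphorase/resazurin to fluorescence (540/590 nm); concentration-response curves normalized to no-enzyme control.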
USP1 inh: Inhibitors of USP1/UAF1: Primary Screen; Ubiquitin carboxyl-terminal hydrolase 1 (Homo sapiens), O94782; AID 743255, 2014; recombinant USP1/UAF1, Ub-Rhodamine cleavage fluorescence; hit rate 0.23% among 390,000; Potency, µM (doses to about 57.1 µM), without a hit: top-dose activity change, negative = inhibition, actives largely listed as inhibitors; also: potency is read from the fitted curve at half-maximal effect; % is scaled to controls: 0 for no effect and ±100 for the full control effect; nearly all actives have a fitted effect of over 60% in size; inactives centre near -12
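USP1/UAF1 complex (1 nM) preincubated 15 min at room temperature with compound, then Ub-Rho substrate (150 nM final) added. Kinetic fluorescence at 480/540 nm over 6 reads at 60 s intervals; 50 mM HEPES pH 7.8, 0.5 mM EDTA, 0.1 mg/ml BSA, 1 mM TCEP, 0.01% Tween-20.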
Glioma ERSR ind: qHTS for Inducers of the Endoplasmic Reticulum Stress Response (ERSR) in Human Glioma: qHTS; U87-MG GRP78 promoter luciferase reporter, 16 h; Potency, µM, for the others: at the highest dose activation, usual class: activators; hit rate 0.02% among 420,000; also: potency is read from the fitted curve at half-maximal effect; series mostly up to about 76 µM; % of control where 0% means no effect; nearly all actives have a fitted effect of over 35% in size
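Stably transfected U87-MG glioma cells carrying a GRP78-based luciferase sensor; 16 h compound incubation. Luminescence end-point read 10 min after Bright-Glo addition at room temperature.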
Vif-A3F inh: qHTS for Inhibitors of Vif-A3F Interactions: qHTS | AID 602313, 2012 | Potency, µM (top dose mostly 46.1 µM), without a hit: top-dose activity, negative = active | hit rate 0.2% among 390,000 | HeLa A3F-eYFP + Vif (tagged APOBEC3F with the HIV-1 protein that degrades it), YFP fluorescence increase; also: potency is read from the fitted curve at half-maximal effect; % of control where 0% means no effect; nearly all actives have a fitted effect of over 65% in size
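Fluorescence increase (Ex 488/Em 500-530) after overnight compound treatment at 37 deg C flags inhibition of Vif-driven A3F-eYFP loss in stable HeLa A3F-eYFP/Vif cells seeded overnight beforehand.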
TrxR1 substrate: qHTS Assay for Substrates of Mammalian Selenoprotein Thioredoxin Reductase 1 (TrxR1): qHTS; AID 588456, 2011; purified TrxR1 substrate turnover, NADPH consumption readout; hit rate 0.01% among 390,000; Potency, µM (titrated, usually from 114 µM), for the others: at the top dose activity change, negative = substrate turnover; Thioredoxin reductase 1, cytoplasmic (Rattus norvegicus), O89049; also: potency is read from the fitted curve at half-maximal effect; % is scaled to controls: 0 for no effect and ±100 for the full control effect; nearly all actives have a fitted effect of over 50% in size
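Rat TrxR1, dispensed at 90 nM, was prereduced with 400 uM NADPH (final) for 5 min at ~22 deg C, then incubated with compound 15 min before 400 uM selenite. A first-read NADPH fluorescence drop versus no-compound background flagged substrates.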
RGS4 inh: Inhibitors of Regulator of G Protein Signaling (RGS) 4: qHTS; Regulator of G-protein signaling 4 (Homo sapiens), P49798; Transcreener GDP fluorescence polarization, RGS4-accelerated GTP hydrolysis; Potency, µM (titrated, usually from 114 µM), for inactives: top-dose activity change, negative = inhibition, hits mostly inhibitors; hit rate 0.039% among 390,000; also: potency is read from the fitted curve at half-maximal effect; % is scaled to controls: 0 for no effect and ±100 for the full control effect; nearly all actives have a fitted effect of over 75% in size; some results filed as inactive show a strong effect at the top dose
Target sequence (P49798 whole entry, looked up): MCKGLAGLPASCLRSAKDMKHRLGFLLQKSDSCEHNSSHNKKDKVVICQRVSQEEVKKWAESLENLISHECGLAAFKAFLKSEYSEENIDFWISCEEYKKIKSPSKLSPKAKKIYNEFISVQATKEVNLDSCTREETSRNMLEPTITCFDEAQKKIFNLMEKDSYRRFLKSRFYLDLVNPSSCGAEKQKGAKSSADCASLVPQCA
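MLSMR compounds (23 nl, pin-transferred) preincubated 10 min at room temperature with a 500nM (2x) first reagent, then RGS4 at 900nM (2x) plus Transcreener GDP mix added; fluorescence polarization (620/688 nm) read before and after 90 min at 30 °C.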
* hit, by the source's call; [ ] = another dose, or the depositor's remark. Unless noted, calls follow the shape of the dose curve; as a rule, active = well fitted curve in the direction sought with a large enough effect; inconclusive = small, poorly fitted or top-dose-only effect, or another doubt; inactive = no such curve, though single readings can be large; an effect the other way counts as inactive or inconclusive. This is a subset; the hit share may differ from the screen's.

CCSc1nc2ccccc2c(OCc2ccc(Cl)cc2)c1C(=O)OC was read as Vif-APOBEC3G blk -0.5%, LDHA inh -2.7, rTrxR1 inhibitor 15.5%[57.1 µM], IDH1 R132H inh -0.2%, USP1 inh -21.7%, Glioma ERSR ind -1.5%, Vif-A3F inh 0.8%, TrxR1 substrate -2.6%[57.1 µM] and RGS4 inh -18.5%.
Screening Cc1cccc(-c2nc3cc(NC(=O)C4CCCO4)ccc3o2)c1 (stereo not given) returned Vif-APOBEC3G blk -1.3%, LDHA inh -2.7, rTrxR1 inhibitor 4.5%, IDH1 R132H inh 3.0%, USP1 inh -10.3%, Glioma ERSR ind -10.8%, Vif-A3F inh 2.5%, TrxR1 substrate 156.8%[activator] and RGS4 inh -35.3%.
N#Cc1cc(Sc2ccccn2)c(Sc2ccccn2)cc1C#N was read as Vif-APOBEC3G blk 1.4%, LDHA inh -3.6, rTrxR1 inhibitor 21.3%, IDH1 R132H inh 3.8%, USP1 inh -8.0%, Glioma ERSR ind 0.0%, Vif-A3F inh -8.8%, TrxR1 substrate 3.8% and RGS4 inh -10.5%.
CC(C)CC(NC(=O)OC(C)(C)C)C(=O)NC(C(=O)N1CCCC1C(N)=O)C(C)C (stereo not given) was read as Vif-APOBEC3G blk 0.8%, LDHA inh 7.8, rTrxR1 inhibitor -8.5%, IDH1 R132H inh 0.5%, USP1 inh -2.2%, Glioma ERSR ind -0.9%, Vif-A3F inh 2.2%, TrxR1 substrate -10.4% and RGS4 inh -4.0%.
For Cn1nnnc1SCCNC(=O)C1CCC(=O)N(CCc2cccc(F)c2)C1 (stereo not given) the results were Vif-APOBEC3G blk 2.0%, LDHA inh -14.2, rTrxR1 inhibitor 21.3%, IDH1 R132H inh 8.8%, USP1 inh -2.1%, Glioma ERSR ind -1.6%, Vif-A3F inh 2.8%, TrxR1 substrate -4.1% and RGS4 inh 1.3%.
For COc1ccc2cc(C(c3nnnn3C3CCCCC3)N3CCCCCC3)c3nnnn3c2c1 (stereo not given) the results were Vif-APOBEC3G blk -1.8%, LDHA inh -1.8, rTrxR1 inhibitor -2.5%, IDH1 R132H inh -3.9%, USP1 inh -0.6%, Glioma ERSR ind -3.7%, Vif-A3F inh 0.0%, TrxR1 substrate -0.3% and RGS4 inh 45.9%.
Screening O=C(O)c1cccc(-c2ccc(/C=N/Nc3ccc([N+](=O)[O-])cc3)o2)c1 returned Vif-APOBEC3G blk inconclusive, LDHA inh -3.6, rTrxR1 inhibitor -23.6%, IDH1 R132H inh 19.7%, USP1 inh inconclusive, Glioma ERSR ind 7.0%, Vif-A3F inh 22.4µM*, TrxR1 substrate -17.2% and RGS4 inh -22.3%.
For COc1ccc(C(C)(C)C)cc1NC(=O)c1cncc(Br)c1 the results were Vif-APOBEC3G blk -12.3%, LDHA inh -0.4, rTrxR1 inhibitor 0.9%[57.1 µM], IDH1 R132H inh 6.1%, USP1 inh -18.5%, Glioma ERSR ind -3.7%, Vif-A3F inh 5.2%, TrxR1 substrate -8.4%[57.1 µM] and RGS4 inh -25.5%.
Screening O=C(CSc1nc2c(c(=O)n1-c1ccc(F)cc1)SCC2)NCc1ccco1 returned Vif-APOBEC3G blk -1.1%, LDHA inh 2.6, rTrxR1 inhibitor inconclusive, IDH1 R132H inh 1.4%, USP1 inh -17.8%, Glioma ERSR ind -7.3%, Vif-A3F inh 0.8%, TrxR1 substrate -0.4% and RGS4 inh 19.2%.
For COc1ccc(OCCC(=O)OCC(=O)NCCc2ccccc2)cc1 the results were Vif-APOBEC3G blk 7.2%, LDHA inh 1.7, rTrxR1 inhibitor 18.0%[57.1 µM], IDH1 R132H inh 1.7%, USP1 inh -6.3%, Glioma ERSR ind 3.8%, Vif-A3F inh 2.7%, TrxR1 substrate -9.3%[57.1 µM] and RGS4 inh -12.2%.
Screening CN(CCOC(=O)c1ccc2c(c1)OCCO2)Cc1ccccc1 returned Vif-APOBEC3G blk -1.5%, LDHA inh 0.1, rTrxR1 inhibitor -2.1%, IDH1 R132H inh 5.4%, USP1 inh -8.6%, Glioma ERSR ind 2.3%, TrxR1 substrate -4.8% and RGS4 inh 6.0%.
For O=c1oc2ccccc2n1Cc1cccc(Cl)c1 the results were Vif-APOBEC3G blk -3.6%, LDHA inh -2.4, rTrxR1 inhibitor 31.8%, IDH1 R132H inh 10.6%, USP1 inh -23.8%, Glioma ERSR ind -0.6%, Vif-A3F inh -1.9%, TrxR1 substrate 9.8% and RGS4 inh -12.8%.
O=C(Nc1nnc(C2CC2)s1)c1cccs1 was read as Vif-APOBEC3G blk -2.0%, LDHA inh 1.7, rTrxR1 inhibitor 9.0%, IDH1 R132H inh 12.8%, USP1 inh -12.2%, Glioma ERSR ind 0.8%, Vif-A3F inh 1.2%, TrxR1 substrate -8.5% and RGS4 inh 13.0%.
Screening O=C(Nc1ccc(-c2cn3cccnc3n2)cc1)c1ccccc1F returned Vif-APOBEC3G blk -3.9%, LDHA inh -6.4, rTrxR1 inhibitor 12.9%[57.1 µM], IDH1 R132H inh 7.4%, USP1 inh -5.6%, Glioma ERSR ind -3.9%, Vif-A3F inh 2.7%, TrxR1 substrate 33.1%[activator][57.1 µM] and RGS4 inh 28.7%.
CCOC(=O)C1=C(COC(=O)C2CC(=O)N(c3ccccc3CC)C2)NC(=O)NC1C (stereo not given) was read as Vif-APOBEC3G blk 0.0%, LDHA inh -1.5, IDH1 R132H inh -2.3%, USP1 inh -13.4%, Glioma ERSR ind 2.5% and Vif-A3F inh -4.0%.
Cc1nn(-c2ccccc2)cc1/C=N/NS(=O)(=O)c1ccccc1 was read as Vif-APOBEC3G blk -12.5%, LDHA inh -0.2, rTrxR1 inhibitor 16.4%, IDH1 R132H inh 9.9%, USP1 inh -15.5%, Glioma ERSR ind 4.1%, Vif-A3F inh 1.3%, TrxR1 substrate -1.8% and RGS4 inh -15.1%.
For COc1ccc(S(=O)(=O)N2CCC(c3nc4ccccc4s3)CC2)cc1OC the results were Vif-APOBEC3G blk 4.9%, LDHA inh -10.3, rTrxR1 inhibitor 17.4%, IDH1 R132H inh 4.8%, USP1 inh -2.6%, Glioma ERSR ind -4.7%, Vif-A3F inh 0.3%, TrxR1 substrate 4.7% and RGS4 inh 7.7%.
For O=C(NCCc1c[nH]c2ccccc12)C1CCN(S(=O)(=O)c2ccccc2F)CC1 the results were Vif-APOBEC3G blk 0.2%, LDHA inh -1.0, rTrxR1 inhibitor 4.9%, IDH1 R132H inh -2.0%, USP1 inh -13.4%, Glioma ERSR ind -2.8%, Vif-A3F inh inconclusive, TrxR1 substrate 0.7% and RGS4 inh -6.8%.
For CCC(C)(C)NC(=O)C1CCN(c2nc(OC)nc(OC)n2)CC1 the results were Vif-APOBEC3G blk 2.4%, LDHA inh -9.1, rTrxR1 inhibitor 9.0%, IDH1 R132H inh -0.3%, USP1 inh -28.6%, Glioma ERSR ind -2.4%, Vif-A3F inh -8.3%, TrxR1 substrate 7.0% and RGS4 inh 18.7%.
Cc1ccc(Cn2c(=N)c(C(=O)NC3CCCCC3)cc3c(=O)n4ccccc4nc32)cc1 was read as Vif-APOBEC3G blk 1.6%, LDHA inh -0.9, rTrxR1 inhibitor 149.5%[activator], IDH1 R132H inh -1.6%, USP1 inh -23.4%, Glioma ERSR ind 4.0%, Vif-A3F inh 4.3%, TrxR1 substrate 154.2%[activator] and RGS4 inh 10.7%.
`Cc1c(CCO)c(=O)n2c([nH]c3ccccc32)c1C#N` gave Vif-APOBEC3G blk 1.8%, LDHA inh 3.0, rTrxR1 inhibitor 40.8%[activator], IDH1 R132H inh -2.1%, USP1 inh -18.7%, Glioma ERSR ind 0.5%, Vif-A3F inh -7.2%, TrxR1 substrate 391.9%[activator] and RGS4 inh -10.7%.
For O=C(CCc1ccccc1)N=C1SC2CS(=O)(=O)CC2N1c1ccccc1 (stereo not given) the results were Vif-APOBEC3G blk 1.3%, LDHA inh -12.3, rTrxR1 inhibitor -12.1%, IDH1 R132H inh 20.1%, USP1 inh -6.7%, Glioma ERSR ind -5.4%, Vif-A3F inh -21.1%, TrxR1 substrate -10.6% and RGS4 inh 15.7%.
CN1CN=C(NS(=O)(=O)c2ccc([N+](=O)[O-])cc2)NC1 was read as Vif-APOBEC3G blk 0.7%, LDHA inh -4.6, rTrxR1 inhibitor -2.3%, IDH1 R132H inh -5.0%, USP1 inh -19.6%, Glioma ERSR ind -0.9%, Vif-A3F inh 0.4%, TrxR1 substrate -2.0% and RGS4 inh -28.6%.

Screening results from PubChem.
